# Rpn11 inh – inhibitors of human proteasome Rpn11. calls only at 20 µM. O00487. human 26S proteasome, Ub4-pepOG fluorescence polarization; 20S core pre-blocked with epoxomicin. 360,000 compounds, 0.59% hits;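 active = inhibition at 20 µM, scaled to each plate's controls, above about 33%, limit read from the data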
# DNMT1 block – inhibitors of human DNMT1. P26358. DNMT1 molecular beacon, Hinp1I cleavage, fluorescence. inhibition (reported as % activation of signal), % at 10 µM. 360,000 compounds, 0.83% hits; in the data active = inhibition above about 50%
# SUMO1 PPI mod – SUMO1-SIM interaction modulation. P63165. SUMO1 binding to a labelled peptide, TR-FRET, 1 h. inhibition, % at 20 µM. 360,000 compounds, 0.33% hits. AID 602429; in the data active = inhibition above about 37%
# Target sequence (P63165 whole entry, looked up): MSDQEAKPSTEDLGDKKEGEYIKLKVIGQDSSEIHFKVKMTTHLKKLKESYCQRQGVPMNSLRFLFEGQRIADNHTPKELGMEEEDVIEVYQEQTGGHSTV
# STEP inh – STEP (human) phosphatase inhibition; P54829; recombinant STEP, OMFP fluorogenic substrate, fluorescence; inhibition, % at 20 µM; 360,000 compounds, 0.25% hits; AID 588621;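 active = inhibition at 20 µM, scaled per plate between control wells, above about 37%, limit read from the data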;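 also: 0% = DMSO with enzyme and substrate and 100% = substrate only without enzyme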
#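 Assay system: isolated STEP enzyme. Buffer or medium: pH 6.0 Bis-Tris with DTT and Tween 20. Also added: fluorogenic phosphatase substrate OMFP at 25 µM final. Dosing: 20 µM, 1% DMSO. Timing: 20 min reaction, room temperature, in the dark. Measured by: fluorescence intensity, excitation 480 nm, emission 540 nm. Evaluation: normalized % inhibition.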
# SKN-1 inh – C. elegans SKN-1 inhibition; 360,000 compounds, 0.49% hits; inhibition, % at 21.8 µM; C. elegans VP596 Pgst-4::GFP/RFP ratio, acrylamide-induced, 24 h;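 active = interference check ratio from 0.5 to 1.5 plus GFP to RFP signal ratio inhibition reaching or exceeding a fixed threshold, cut at about 30% in these data, passing the limit was not always enough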; also: some compounds called inactive have numbers as strong as hits
# MT1-MMP act inh – blocks activation of human MT1-MMP; GFP/RFP ratio change, % at 20 µM; HT1080 RFP-PRO-GFP cells, GFP/RFP ratio fluorescence, overnight; percent of plate control window, DMSO zero; 360,000 compounds, 0.061% hits; P50281; AID 651647;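 active = GFP/RFP ratio change of at least 30% with cell ATP level not reduced by more than half and red fluorescence within 50% of control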; also: strong numbers were not always called active
#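 Read-out: GFP/RFP fluorescence ratio; Test system: RFP-PRO-GFP reporter HT1080 cells; Compound dosing: single-point 20 µM compound, 1% DMSO; Times: overnight compound exposure at 37 °C.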
# NadD inh – blocks S. aureus nicotinate mononucleotide adenylyltransferase; purified NadD enzyme, colorimetric absorbance read-out; inhibition, % at 20 µM; 360,000 compounds, 0.78% hits; AID 602399; in the data active = inhibition above about 26%; also: some compounds past the cut are filed as inactive
# LMPTP block – blocks human LMPTP phosphatase. 360,000 compounds, 0.22% hits. inhibition, % at 20 µM. recombinant LMPTP-A, OMFP fluorogenic substrate, fluorescence intensity. P24666;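 active = compounds that cut the enzyme signal by at least half of the control window in the single-dose screen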;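 also: plate controls were DMSO wells with enzyme plus substrate for no effect and substrate without enzyme for full effect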
#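 Test system: LMPTP-A phosphatase enzyme. Amount: LMPTP-A at 0.625 nM final in the reaction. Reagent: OMFP substrate, 400 µM final. Times: 50 min at room temperature. Signal: endpoint fluorescence intensity from OMFP dephosphorylation. Read-out basis: % inhibition. Benchmarks: no-enzyme and uninhibited controls.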
# Scp-1 inhibitor – blocks human Scp-1 phosphatase activity. Q9GZU7. 340,000 compounds, 0.88% hits. inhibition, % at 20 µM. Recombinant Scp1, phosphopeptide, malachite green phosphate absorbance;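 active = inhibition above about 50% at 20 µM, limit read from the data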;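 also: plate controls were DMSO wells with enzyme for no effect and wells lacking enzyme for full effect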
#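 Material – SCP-1 phosphatase catalytic domain, residues 76-261 · Buffer or medium – Acidic Tris acetate buffer with magnesium and detergent · Also added – Phospho 17-mer peptide substrate · Compound – single 20 µM dose, 1% DMSO · Times – 45 min room-temperature reaction, 5 min colour, 30 min stabiliser · Technique – Phosphate-binding colour reagent, absorbance read at 630 nm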
# NRP1-CendR mod – modulators of CendR peptide binding to human neuropilin-1; inhibition, % at 25 µM; 360,000 compounds, 0.85% hits; FAM-RPARPAR peptide binding to NRP-1, fluorescence polarization;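 active = inhibition or corrected inhibition above about 18%, plus a signal ratio from 0.5 to 1.5, limit read from the data, passing the limit was not always enough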; also: strong numbers were not always called active
# Target sequence (O14786 whole entry, looked up): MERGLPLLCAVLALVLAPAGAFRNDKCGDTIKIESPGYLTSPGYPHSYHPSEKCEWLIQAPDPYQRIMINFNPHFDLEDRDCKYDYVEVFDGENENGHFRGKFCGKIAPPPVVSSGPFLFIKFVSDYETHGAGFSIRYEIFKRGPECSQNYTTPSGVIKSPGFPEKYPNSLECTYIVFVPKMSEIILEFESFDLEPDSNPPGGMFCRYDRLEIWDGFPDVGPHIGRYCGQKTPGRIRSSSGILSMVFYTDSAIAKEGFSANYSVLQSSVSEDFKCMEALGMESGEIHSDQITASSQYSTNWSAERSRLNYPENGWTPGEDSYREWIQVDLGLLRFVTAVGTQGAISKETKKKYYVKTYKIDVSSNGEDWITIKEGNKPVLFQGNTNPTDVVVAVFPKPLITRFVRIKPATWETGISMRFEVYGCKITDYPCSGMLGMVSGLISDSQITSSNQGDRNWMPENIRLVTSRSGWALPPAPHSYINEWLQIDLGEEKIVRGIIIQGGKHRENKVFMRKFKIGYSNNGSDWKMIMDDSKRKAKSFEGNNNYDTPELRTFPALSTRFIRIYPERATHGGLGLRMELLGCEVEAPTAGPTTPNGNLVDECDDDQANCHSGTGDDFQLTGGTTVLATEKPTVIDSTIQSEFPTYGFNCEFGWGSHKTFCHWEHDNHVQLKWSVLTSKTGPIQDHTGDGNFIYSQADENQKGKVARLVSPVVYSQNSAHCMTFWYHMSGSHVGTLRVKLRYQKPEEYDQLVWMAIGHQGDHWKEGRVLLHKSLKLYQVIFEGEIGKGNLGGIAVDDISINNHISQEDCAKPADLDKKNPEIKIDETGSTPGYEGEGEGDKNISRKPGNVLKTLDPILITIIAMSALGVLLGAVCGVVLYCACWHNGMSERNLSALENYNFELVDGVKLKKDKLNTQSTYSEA
# Active calls of the source: *; i = inactive; . = no result given; + = active, no number.
1) Cc1cc(C)c(NC(=O)C2CC(=O)N(C(C)C)C2)c(C)c1 (stereo not given)
2) Cn1ccc2c(-c3cccnc3)cc3c(c21)C1CCC3O1 (stereo not given)
3) CCCCNC(=O)CCc1c(C)nc2nc(-c3cc(OC)cc(OC)c3)nn2c1C
4) CC(C)N1CCc2c(sc(NC(=O)c3ccc(C(=O)c4ccccc4)cc3)c2C(N)=O)C1
5) Cc1ccc(C)c(S(=O)(=O)N2CCCCC2CCNC(=O)C(=O)NC2CC2)c1 (stereo not given)
6) O=C(O)c1ccc(-c2cccc(Cl)c2)o1
7) Cc1nc2sc(C(=O)c3ccccc3)c(N)c2c2c1CCCC2
8) CCOc1ccccc1C(=O)NC1CCN(Cc2nnnn2C2CCCC2)CC1
9) O=C(Nc1ccc(N2CCN(C(=O)c3ccccc3)CC2)cc1)c1ccc2c(c1)OCO2
10) COc1ccc(C(=O)NNC(=O)C(C)NC(=O)c2ccccc2NC(=O)c2ccco2)cc1 (stereo not given)

assay / entry	1	2	3	4	5	6	7	8	9	10
Rpn11 inh	i	i	i	i	i	i	i	i	i	i
DNMT1 block	0	9	-4	-5	-1	-1	-3	2	-13	3
SUMO1 PPI mod	-4	-3	5	-28	-2	0	-19	5	5	-2
STEP inh	-1	-1	2	1	2	0	5	-4	3	-4
SKN-1 inh	15	18	8	-1	5	-4	14	8	3	-5
MT1-MMP act inh	-1	-3	0	-23	3	4	1	6	0	-3
NadD inh	-3	-2	-1	3	-2	3	2	1	3	2
LMPTP block	-4.2	0.7	0.2	0.2	-0.3	-0.8	4.2	-1.9	1.8	-1.9
Scp-1 inhibitor	-5	.	5	3	-4	0	3	-7	-4	-1
NRP1-CendR mod	-4	2	-4	-38	-9	-1	-2	7	4	15

11) CCOC(=O)C1(C)CCCN(C(=O)c2cccc(Cl)c2)C1 (stereo not given)
12) NS(=O)(=O)c1ccc(NC(=S)Nc2cc(Cl)c(Cl)cc2Cl)cc1
13) CC(C)CC(C)N1CCC(n2nccc2NC(=O)CCc2ccccc2)CC1 (stereo not given)
14) C/C=C1\NC(=O)[C@H](C)NC(=O)[C@@H](NC(=O)[C@H](Cc2ccc(O)cc2)NC(=O)[C@@H](NC(=O)/C(C)=C/C)C(C)C)[C@@H](C)OC(=O)[C@H](CCCc2ccc(O)cc2)NC(=O)[C@@H](CCC(=O)OC)NC1=O
15) c1ccc2sc(NCC3CCCO3)nc2c1 (stereo not given)
16) O=C(NCc1ccccn1)Nc1cccc(Cl)c1
17) CN1CCC(N(C)C(=O)c2sc3cc(F)ccc3c2Cl)CC1
18) Cc1ccc(F)cc1NC(=O)C1C2CCC(O2)C1C(=O)O (stereo not given)
19) C=CCn1c(SCC(=O)Nc2cccc3ccccc23)nnc1-c1cnccn1
20) CCC(C(=O)NCCc1ccccc1)c1ccccc1 (stereo not given)

assay / entry	11	12	13	14	15	16	17	18	19	20
Rpn11 inh	i	i	i	i	i	i	+	i	i	i
DNMT1 block	4	4	-2	-6	-1	0	-2	-8	-8	6
SUMO1 PPI mod	-1	-2	-1	25	15	3	2	1	-6	1
STEP inh	0	1	0	-1	0	-4	1	1	-2	-2
SKN-1 inh	1	-4	6	11	-14	3	20	13	-1	7
MT1-MMP act inh	1	1	0	2	1	1	0	5	-1	0
NadD inh	-6	-3	-5	5	-2	3	-4	1	-6	-4
LMPTP block	-0.9	0.4	-2.7	-1.7	0.3	-0.3	-6.1	-0.5	-0.8	0.0
Scp-1 inhibitor	.	-4	-7	.	-3	-1	-3	-6	-18	4
NRP1-CendR mod	20*	-3	-1	-2	-2	-5	-3	2	-7	0

21) COc1ccc(NC(=O)COc2coc(CN3CCc4ccccc4C3)cc2=O)cc1
22) COc1cc(OC)c2ccc(=O)oc2c1C(CCN1CCCC(C)C1)c1ccc(N(C)C)cc1 (stereo not given)
23) CCOC(=O)C1CCCN(C(=O)/C=C/c2ccc(OC)cc2)C1 (stereo not given)
24) CCC(=O)c1ccc(OCC(=O)OCC(=O)c2c(N)n(C)c(=O)n(C)c2=O)cc1
25) CC(C)[C@H](NC(=O)c1ccccc1)C(=O)O
26) O=C(NCc1ccccc1Cl)c1ccc2sc([C@H]3C[C@H](O)[C@@H](CO)O3)nc2c1
27) CCN(CC)C(=O)CSc1nnc2nnc3cc(OC)ccc3n12
28) Cc1cnc(CN(C)C(=O)c2ccc3oc(Cc4ccc(Cl)cc4)nc3c2)[nH]1
29) CCOC(=O)C1=C(CN2CCN(C(=O)c3ccco3)CC2)NC(=O)NC1c1ccccc1 (stereo not given)
30) Cc1onc(-c2ccccc2)c1C(=O)Nc1ccccc1N1CCOCC1

assay / entry	21	22	23	24	25	26	27	28	29	30
Rpn11 inh	i	i	i	i	i	i	i	i	i	i
DNMT1 block	0	2	4	5	1	-1	0	-4	-1	-3
SUMO1 PPI mod	3	-9	-4	1	2	5	-34	-4	-1	2
STEP inh	0	3	2	-1	-1	2	-2	-3	1	4
SKN-1 inh	1	-1	-5	-5	-2	27	-5	15	11	1
MT1-MMP act inh	4	3	-1	-3	4	2	-32	0	0	2
NadD inh	1	-10	1	3	-3	-1	-2	-4	-3	3
LMPTP block	0.3	0.0	0.0	-1.5	-1.7	0.2	-1.5	-1.0	-0.9	1.0
Scp-1 inhibitor	0	-8	0	-4	-3	.	4	-8	-9	-7
NRP1-CendR mod	6	-2	-6	5	4	5	54	19	10	2

# One compound at a time, from the list above. Screens in order: Rpn11 inh, DNMT1 block, SUMO1 PPI mod, STEP inh, SKN-1 inh, MT1-MMP act inh, NadD inh, LMPTP block, Scp-1 inhibitor, NRP1-CendR mod
# CCOC(=O)C1=C(CN2CCN(C(=O)c3ccco3)CC2)NC(=O)NC1c1ccccc1 (stereo not given) as listed: i, -1, -1, 1, 11, 0, -3, -0.9, -9, 10
# O=C(NCc1ccccc1Cl)c1ccc2sc([C@H]3C[C@H](O)[C@@H](CO)O3)nc2c1 as listed: i, -1, 5, 2, 27, 2, -1, 0.2, ., 5

# (cont.)
31) COc1ccc(NC(=O)c2cc(-c3cc(F)ccc3OC)n[nH]2)cn1
32) O=C(COc1ccccc1-c1ccccc1)NCc1cccc(Cl)c1
33) CCO[C@@H]1OC(C(=O)N2CCN(Cc3ccc4c(c3)OCO4)CC2)=C[C@H](C)[C@H]1CCCO
34) CCSc1nc2sc3c(c2c(=O)n1CC)CC(C)(C)OC3
35) COc1ccccc1NC(=O)CCNS(=O)(=O)c1ccc2c(c1)CC(C)N2C(=O)C1CC1 (stereo not given)
36) Cc1cccc(OCC(=O)Nc2ccc(C(=O)c3ccc(C(=O)O)cc3)cc2)c1
37) Nc1nnc2c(C(F)(F)F)nc3ccccc3n12
38) CC1CCCCN1CCCNC(=O)C1CCN(c2nnc(-n3cccc3)s2)CC1 (stereo not given)
39) O=C(C1COc2ccccc2O1)N1CCN(c2ccccn2)CC1 (stereo not given)
40) Cc1oc(C(=O)O)cc1COc1ccc2c3c(c(=O)oc2c1)CCC3
41) CCOc1ccc(Br)cc1S(=O)(=O)Nc1nc(CN2CCOCC2)nc2sc(C)c(C)c12
42) O=S(=O)(Nc1ccc2c(c1)OCCO2)c1ccc(F)cc1

assay / entry	31	32	33	34	35	36	37	38	39	40	41	42
Rpn11 inh	i	i	i	i	i	i	i	i	i	i	i	i
DNMT1 block	-6	1	1	0	-1	0	-1	-8	2	28	0	2
SUMO1 PPI mod	7	3	-9	1	0	-1	-19	-28	7	8	8	-1
STEP inh	-3	2	-1	3	1	-3	-2	-3	-2	2	-4	-3
SKN-1 inh	11	16	-2	18	6	-5	-23	12	6	2	-6	-4
MT1-MMP act inh	1	-6	2	1	0	3	-1	4	1	5	-7	5
NadD inh	0	2	-4	-3	-9	6	-2	-8	3	8	7	-8
LMPTP block	2.0	5.0	0.0	0.2	-0.7	1.2	-1.8	2.4	1.8	-0.8	1.6	0.4
Scp-1 inhibitor	.	-3	11	-2	-3	-7	3	1	-1	17	5	1
NRP1-CendR mod	-10	6	-4	15	12	21	6	7	2	-20	-35	2

# Among those listed so far, eight contain an aryl methoxy group:
3) CCCCNC(=O)CCc1c(C)nc2nc(-c3cc(OC)cc(OC)c3)nn2c1C
10) COc1ccc(C(=O)NNC(=O)C(C)NC(=O)c2ccccc2NC(=O)c2ccco2)cc1 (stereo not given)
21) COc1ccc(NC(=O)COc2coc(CN3CCc4ccccc4C3)cc2=O)cc1
22) COc1cc(OC)c2ccc(=O)oc2c1C(CCN1CCCC(C)C1)c1ccc(N(C)C)cc1 (stereo not given)
23) CCOC(=O)C1CCCN(C(=O)/C=C/c2ccc(OC)cc2)C1 (stereo not given)
27) CCN(CC)C(=O)CSc1nnc2nnc3cc(OC)ccc3n12
31) COc1ccc(NC(=O)c2cc(-c3cc(F)ccc3OC)n[nH]2)cn1
35) COc1ccccc1NC(=O)CCNS(=O)(=O)c1ccc2c(c1)CC(C)N2C(=O)C1CC1 (stereo not given)

assay / entry	3	10	21	22	23	27	31	35
Rpn11 inh	i	i	i	i	i	i	i	i
DNMT1 block	-4	3	0	2	4	0	-6	-1
SUMO1 PPI mod	5	-2	3	-9	-4	-34	7	0
STEP inh	2	-4	0	3	2	-2	-3	1
SKN-1 inh	8	-5	1	-1	-5	-5	11	6
MT1-MMP act inh	0	-3	4	3	-1	-32	1	0
NadD inh	-1	2	1	-10	1	-2	0	-9
LMPTP block	0.2	-1.9	0.3	0.0	0.0	-1.5	2.0	-0.7
Scp-1 inhibitor	5	-1	0	-8	0	4	.	-3
NRP1-CendR mod	-4	15	6	-2	-6	54	-10	12

# High-throughput results deposited in PubChem by Sanford-Burnham Center for Chemical Genomics.
